MITF TRPM1 HTS: activators of MITF-driven TRPM1 promoter activity in SK-MEL-5 cells; SK-MEL-5 TRPM1-promoter luciferase, 24 h; % of positive control, neutral wells = 0; activation, % at 12.5 µM; 300,000 tested, 0.75% active;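 active = mean activation of at least 80% with every replicate also reaching 80%; inconclusive = mean reaches 80% but some replicate falls short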;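 also: 0% = neutral control wells and 100% = parthenolide positive control wells; values of inactives mirror those of a sister screen read the other way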
Wnt act: Wnt/beta-catenin pathway activation; Wnt/beta-catenin reporter cell assay, activator, plate reader; AID 743398; 300,000 tested, 1.2% active; activation, % at 9.35 µM; in the data active = activation above about 30%, passing the limit was not always enough; inconclusive = no clear call, values can overlap the other calls;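 also: 0% = neutral control wells and 100% = positive control wells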
Tat export inh: E. coli Tat transport inhibition; E. coli MC4100 TorA-mCherry Tat export, fluorescence; inhibition, % at 10 µM; 340,000 tested, 0.036% active;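 active = mean replicate inhibition at least 50% and at least half of replicates individually reaching 50%; inconclusive = only one of the two criteria met; inactive = neither criterion met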;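 also: exported cargo escapes ClpAP degradation while cytoplasmic cargo is degraded and loses fluorescence; 0% = median of neutral control wells and 100% = median of NaSCN control wells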
dFosB activator: enhances mouse delta FosB homodimer DNA binding; P13346; activation, % at 25 µM; purified delta FosB, TAMRA-CDK5 oligo fluorescence polarization; percent of positive-control signal above neutral wells; 340,000 tested, 0.99% active;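 active = mean activation above about 17%, with every replicate also reaching it, limit read from the data, passing the limit was not always enough; inconclusive = only one of the two conditions met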;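 also: fluorescence polarization rise as delta FosB binds a TAMRA Cdk5 AP-1 oligo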
Target sequence (P13346 whole entry, looked up): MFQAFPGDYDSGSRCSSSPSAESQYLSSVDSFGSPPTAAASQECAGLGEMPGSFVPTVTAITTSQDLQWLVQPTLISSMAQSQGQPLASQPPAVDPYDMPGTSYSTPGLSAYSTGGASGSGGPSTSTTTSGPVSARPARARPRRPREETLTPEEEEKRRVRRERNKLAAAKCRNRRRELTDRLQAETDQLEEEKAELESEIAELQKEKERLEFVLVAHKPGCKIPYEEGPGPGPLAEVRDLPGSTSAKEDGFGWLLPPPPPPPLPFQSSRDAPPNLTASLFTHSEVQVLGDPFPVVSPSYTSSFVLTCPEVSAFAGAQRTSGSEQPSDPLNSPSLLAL
CAL PDZ FP-1: inhibitors of human CAL PDZ peptide binding; 300,000 tested, 0.92% active; Q9HD26; purified CAL PDZ, TMR-peptide fluorescence polarization, 1 h; inhibition, % at 24.9 µM; AID 602252;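 active = mean inhibition of at least 30% with at least half of replicates also reaching 30%; inconclusive = no clear call, values can overlap the other calls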;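 also: 0% = DMSO neutral control and 100% = excess unlabeled competitor peptide PRC23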
cardiac RTF act: increases calcium sensitivity of human cardiac regulated thin filaments. activation, % at 7.2 µM. AID 493008. 340,000 tested, 0.24% active. P19429+P45379. IANBD-labeled TnC RTF fluorescence at EC20 calcium; 0% EC20 calcium, 100% full calcium;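 active = activation above the mean over all tested compounds plus 3 SD, cut at about 30% in these data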;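 also: rise in fluorescence read as greater calcium sensitivity of cardiac thin filaments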
CAL PDZ FP-2: blocks peptide binding to human CAL PDZ domain | 330,000 tested, 0.02% active | Q9HD26 | inhibition, % at 20 µM | AID 504414 | purified CAL PDZ, TMR-peptide fluorescence polarization, 1 h;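 active = highest replicate inhibition of at least 40%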;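 also: plate controls were DMSO neutral control wells for no effect and unlabeled competitor peptide control wells for full effect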
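material = purified tagged CAL PDZ domain construct (CerCALP) | compound dosing = 20 µM, one dose | times = 1 h at RT | measured by = fluorescence polarization from S- and P-plane intensities, G-factor corrected | read-out = inhibition from polarization loss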
V-ATPase pHluor: yeast V-ATPase proton transport regulation by pHLuorin. response, % at 10 µM. 350,000 tested, 0.37% active. S. cerevisiae, pHLuorin cytosolic pH fluorescence; in the data active = response mostly above about 7.3%, no sharp cut-off; inactive = mostly below about 5.4%; also: actives read high; inactives centre near 0; some compounds called inactive have numbers as strong as hits; reference of the scale not given here
CDK5 inh: CDK5/p35 (human) kinase inhibition; Q00535+Q15078; Recombinant CDK5/p35, ADP-Glo luminescence, 60 min; inhibition, % at 10 µM; 330,000 tested, 0.01% active; AID 488839;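 active = highest replicate inhibition of at least 50% and at least 75% of replicates reaching 50%; inconclusive = only one of the two criteria met; inactive = both criteria failed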;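 also: plate controls were DMSO neutral control for no effect and GW8510 at 10 µM for full effect; many of its hits are not listed in these tables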
Target sequence (Q00535 whole entry, looked up): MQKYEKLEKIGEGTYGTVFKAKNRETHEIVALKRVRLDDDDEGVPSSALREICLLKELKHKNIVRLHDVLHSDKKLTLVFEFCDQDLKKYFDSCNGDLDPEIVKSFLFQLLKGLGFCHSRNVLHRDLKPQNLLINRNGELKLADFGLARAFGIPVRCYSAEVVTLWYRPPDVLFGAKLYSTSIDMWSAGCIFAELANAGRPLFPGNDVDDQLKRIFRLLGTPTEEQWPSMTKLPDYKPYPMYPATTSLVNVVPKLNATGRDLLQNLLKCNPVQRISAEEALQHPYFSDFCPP
Target sequence (Q15078 whole entry, looked up): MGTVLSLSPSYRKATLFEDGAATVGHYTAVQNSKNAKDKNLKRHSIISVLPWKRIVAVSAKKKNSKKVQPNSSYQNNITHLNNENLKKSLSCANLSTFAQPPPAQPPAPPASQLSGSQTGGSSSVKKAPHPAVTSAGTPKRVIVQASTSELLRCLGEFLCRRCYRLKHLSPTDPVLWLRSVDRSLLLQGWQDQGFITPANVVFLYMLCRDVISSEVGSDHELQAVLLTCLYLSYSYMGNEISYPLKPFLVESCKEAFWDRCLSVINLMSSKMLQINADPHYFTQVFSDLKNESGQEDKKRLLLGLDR
Rtt109 HAT inh: C. albicans Rtt109 histone acetyltransferase inhibition; Q5AAJ8; purified Rtt109/Vps75, ThioGlo CoA-SH fluorescence, 4 h; inhibition, % at 34.9 µM; 330,000 tested, 0.16% active; AID 540336;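 active = inhibition of at least 50% in every replicate; inconclusive = best replicate reaches 50% inhibition but some replicates fall short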
* hit, by the source's call; ? = inconclusive; · = not tested or not shown.

SMILES	MITF TRPM1 HTS	Wnt act	Tat export inh	dFosB activator	CAL PDZ FP-1	cardiac RTF act	CAL PDZ FP-2	V-ATPase pHluor	CDK5 inh	Rtt109 HAT inh
Nc1cccc(Oc2c(F)c(F)c(Oc3cccc(N)c3)c(F)c2F)c1	·	2.0	-5.2	-5.9	-8.4	·	-0.5	-0.9	-1.6	4.4
CCOC(=O)C(Cc1c[nH]c2ccccc12)NC(=O)c1ccco1 (stereo unspecified)	6.3	-0.7	-6.1	-11.4	-4.7	-1.8	0.1	4.9	-2.8	12.8
COc1ccccc1C(=O)NCc1ccccc1	11.0	0.3	-3.4	-3.3	8.3	3.2	-1.6	-0.1	-0.6	5.9
Cc1cccc(-c2nnc(NC(=O)c3ccc(N4C(=O)CCC4=O)cc3)s2)c1	-10.3	0.7	2.7	-4.2	0.3	-0.3	-0.9	3.3	-0.7	-1.3
O=C1NC(C(=O)O)=CC(c2cccc(Cl)c2Cl)N1 (stereo unspecified)	-12.4	1.6	-3.4	4.8	0.2	6.1	-0.2	-5.6	0.2	6.2
CC1S/C(=N/N=C/c2cccc([N+](=O)[O-])c2)NC1=O (stereo unspecified)	-2.8	2.0	-4.7	-6.4	0.3	4.7	0.3	7.3	-0.5	?
COc1ccc(-c2cc3ccccc3n2CC(O)CN2CCN(CCO)CC2)cc1 (stereo unspecified)	10.6	0.3	-5.7	-12.6	·	-1.9	-0.2	-2.9	-0.5	-0.7
COc1ccc(CCNC(=O)Cn2cccc2C(=O)c2ccccc2)cc1OC	-0.6	-2.4	-4.9	1.4	-2.3	-7.5	0.6	-3.9	0.4	4.0
CCOc1ccccc1NC(=O)CSc1nc(=O)n(Cc2ccccn2)c2c1CCC2	-5.8	3.7	-3.2	-9.4	-2.7	-1.8	-0.5	-0.8	3.0	-3.8
Cc1cc(C)n2nc(SCC(=O)NC(=O)c3ccccc3)nc2n1	2.8	-2.5	-3.8	-0.3	5.3	11.1	0.2	-1.3	-0.8	-4.9
O=C(NCC1CCCO1)C1CCN(C(=O)c2ccc(Cl)cc2)CC1 (stereo unspecified)	·	-4.7	-2.8	-6.0	-2.6	3.7	0.6	-1.3	-0.9	?
CC(=O)c1ccc(NC(=S)N(C)C2CCN(C)CC2)cc1	1.6	-0.6	-0.6	-1.8	-1.4	-5.8	-0.1	-3.8	0.6	-4.6
COc1ccc(-n2nc(C(=O)N(C)C)nc2-c2ccccc2)cc1	·	-0.3	7.7	-5.2	2.5	-1.8	0.2	-2.7	0.3	7.6
CC1(C)C(=O)OC(C(=O)c2ccc(Cl)cc2)C(C)(C)C1=O (stereo unspecified)	8.5	-2.7	-6.7	-1.5	-1.9	4.1	-3.4	-0.8	1.1	12.6
COc1ccc(C=CC(=O)C=CC=Cc2ccccc2)cc1	-6.9	-0.2	1.4	-8.4	-3.8	-5.1	-0.3	-1.9	0.7	0.0
Cc1ccc(S(=O)(=O)N2CCC(C(=O)N/N=C/c3cccnc3)CC2)cc1	-7.2	-5.9	-3.1	-4.9	-2.9	4.8	-1.4	2.2	-2.8	8.5
COc1ccc([C@H]2CC(=O)C=C(c3ccccc3Oc3ccccc3)C2)cc1	-7.4	-2.7	0.8	2.3	-2.9	4.8	-0.9	0.9	-1.9	5.5
O=C(O)c1cc(-n2[nH]c(=O)c3ccccc3c2=O)ccc1Cl	-1.0	0.0	2.0	-2.5	11.4	-6.5	-2.8	-1.4	0.6	-14.5
Cc1ccc(NC(=O)c2cccc(NC(=O)/C=C/c3ccco3)c2)cc1C	32.7	11.4	3.5	1.1	5.6	0.3	-3.5	1.1	-1.4	3.1
CCN(CC(=O)Nc1ccc(NC(C)=O)cc1)C(=O)c1ccc2c(c1)OCCO2	2.3	-0.2	-6.1	2.4	·	-5.0	-0.1	-2.6	-0.7	?
C/C(=N\Nc1cc(C)nc(-c2ccccc2O)n1)c1ccccc1O	10.3	5.4	4.2	-0.7	-5.1	4.0	16.8	2.3	0.5	-12.6
Cc1cc(S(=O)(=O)Nc2c(C)nc3nc[nH]n3c2=O)ccc1F	13.7	-1.0	-2.7	2.0	2.8	1.6	-0.5	1.2	0.1	·
CCCSc1nc2c(c(=O)n1CC)SC(C)C2 (stereo unspecified)	-2.8	-4.7	-4.4	-6.9	·	-2.1	0.3	-1.8	1.1	-2.0
CCCCN(Cc1ccccc1)C(=O)CCN1C(=O)C2C3C=CC(C3)C2C1=O (stereo unspecified)	-13.1	-3.5	-4.2	-6.9	9.6	-2.6	-2.4	1.9	-2.2	3.5
Cc1ccc(N(C(C)C(=O)O)S(=O)(=O)c2c(C)n[nH]c2C)cc1 (stereo unspecified)	-16.9	·	-0.3	-4.6	-0.1	1.4	1.0	0.6	0.8	0.4
COc1ccc(C[C@H]2CN3C(=NC[C@H]3C)N2CCNC(=O)c2ccc(C)c(Br)c2)cc1	-6.3	-4.9	-4.0	0.7	-1.8	2.2	-3.0	6.0	0.6	-3.2
CN1CCN(/C=N/c2c(C#N)cnn2-c2ccccc2)CC1	-10.5	-7.2	-6.6	-1.0	-1.5	7.9	-1.3	-1.3	-0.5	-8.0
O=C(CSc1nc2ccccc2n1CCc1ccccc1)NC1CC1	0.8	1.5	-5.7	-10.6	-4.6	-2.1	-0.4	-3.0	-1.9	·
O=C(Nc1cccnc1)c1cc(-c2ccc(Cl)cc2Cl)on1	12.2	43.2*	1.7	62.0*	-7.8	4.3	-0.1	0.2	1.1	-4.4
Cc1ccc(S(=O)(=O)N2CCN(C(=O)Cc3ccc4c(c3)OCCO4)CC2)cc1C	-12.6	-2.9	4.0	-4.6	·	1.6	-0.7	-1.5	-0.4	0.1
O=C(CN1C(=O)COc2ccccc21)N1CCc2ccccc21	1.9	·	12.3	-11.9	-1.0	3.0	-0.6	2.8	0.9	-8.3
CC(C)CCNC(=O)Cn1cc2c(n1)CCCCC2	14.6	10.8	0.0	4.2	0.3	-6.7	-0.5	-0.5	0.1	-11.1
O=C(CCCNC(=O)c1ccc(Cl)cc1)Nc1cccc(F)c1	-3.7	-2.8	0.5	-1.5	-5.2	-3.7	-2.3	-4.5	-0.2	-4.0
Cn1c(CNc2ccccc2O)nc2ccccc21	-5.5	-9.4	15.1	-6.6	1.1	3.5	-0.3	0.2	-0.7	4.4
COc1cc2c(cc1OC)CN(C(=O)c1cc(Cl)nc(Cl)c1)CC2	-3.7	-1.1	6.4	-9.2	-0.2	-10.6	-1.0	5.9	-0.1	0.6
COc1ccc(C)cc1NS(=O)(=O)c1cn(C)nc1C	-11.0	-7.5	-8.5	-2.1	-4.4	-2.8	0.4	1.9	-0.8	-4.5
CCCCn1c(=O)[nH]c(=O)c2c1nc(-c1cc(Br)c(OCC)c(OC)c1)n2C	-31.8	0.2	-8.6	-14.2	-2.1	5.9	-2.3	2.4	0.7	-0.2
COc1ccc(N2CCN(Cc3nc(N)nc(Nc4ccccc4OC)n3)CC2)cc1	·	2.2	4.6	-13.3	1.2	-0.9	-4.4	0.6	-0.7	·
Cn1ccnc1SCC(=O)c1cccc(Br)c1	60.7	·	-2.3	-9.6	·	-0.3	-2.1	3.1	-0.4	-1.7
CCN(CC)/C(=N\S(=O)(=O)c1ccc(F)cc1)c1ccccc1	2.8	2.3	-0.1	0.2	3.4	1.8	·	3.0	0.4	0.2
COc1ccc2c(CC(=O)NNC(=O)c3ccccc3F)coc2c1	0.6	-5.0	-1.3	-4.8	-3.0	-6.4	0.3	4.2	0.5	3.0
O=C(CCNC(=O)c1ccccc1Cl)Nc1cccc(S(=O)(=O)N2CCCC2)c1	-1.9	-6.6	-5.4	-7.3	-5.3	9.1	-1.3	2.6	-0.3	6.9
Cc1c(C)c2ccc(OCC(=O)N3CC[C@@]4(O)CCCC[C@H]4C3)cc2oc1=O	12.3	-1.2	-3.7	-11.1	2.0	-4.4	-0.1	5.2	0.4	-10.1
NS(=O)(=O)c1cccc(NC(=O)COC(=O)CN2C(=O)C3CC=CCC3C2=O)c1 (stereo unspecified)	-0.1	-2.2	-3.0	-5.5	-4.0	6.8	1.3	3.7	-0.5	-1.4
CCC(C)c1ccc(NC(=S)N2CCN(c3ccccn3)CC2)cc1 (stereo unspecified)	-15.0	-1.4	-6.9	-2.5	-2.7	3.4	-2.0	-0.3	-0.5	-4.5
O=C(NCCCN1CCOCC1)c1ccc(Cl)s1	7.0	·	-2.4	1.4	-3.2	2.6	·	5.2	-1.0	7.9
COc1cc(OC)c(/C=N/NC(=O)c2ccc(NC(C)=O)cc2)cc1Br	16.2	-12.0	-5.9	27.5*	-2.4	-3.7	-2.3	-3.5	5.1	0.8
CC(C)NC(=O)/C(=C/c1cn(-c2ccccc2)nc1-c1cccc([N+](=O)[O-])c1)NC(=O)c1ccccc1	3.6	-0.8	-10.7	0.8	5.0	-3.2	-0.2	-1.7	1.1	6.1
CC(C)(C)c1ccc(C(=O)Nc2ccc(NC(=O)C(=O)O)cc2)o1	-7.3	-0.9	7.6	-7.9	-3.3	2.9	-0.9	-0.2	0.3	0.6
Cc1csc(C2=C(O)CN(CCc3ccccc3)C2=N)n1	-14.7	·	17.0	-4.1	-1.0	15.1	-1.2	-0.5	-0.1	·
COc1cc(CN(C)c2ccc(S(=O)(=O)N3CCCC3)cn2)ccc1OC(F)F	9.6	-0.9	2.5	-2.6	-4.3	-0.8	-2.9	3.4	-3.8	-6.5
COC(=O)c1ccccc1NC(=O)c1cccc(NC(=O)C(C)C)c1	12.6	1.4	0.3	-22.2	-6.1	-1.2	-3.3	-0.4	-1.5	·
CC(=O)N1CCc2ccc([N+](=O)[O-])cc21	5.2	-4.4	-5.5	0.5	-0.2	-1.6	-0.3	-2.7	-1.0	-2.2
CC(NC(=O)c1csc2ccccc12)C1CCCO1 (stereo unspecified)	19.5	·	0.2	-4.8	-9.1	-0.9	-0.2	3.6	-2.6	1.6
O=C(NCCc1c[nH]c2ccccc12)C1CCCN(S(=O)(=O)c2ccccc2)C1 (stereo unspecified)	-3.1	-2.2	-1.3	-14.8	-2.2	2.5	5.6	-8.5	0.2	9.6
CSc1ccc(/C=N/NC(=O)c2cccc(O)c2)cc1	·	-2.4	-1.7	-3.4	-3.2	7.4	-3.7	0.6	-0.3	5.8
COc1ccc(-n2c(C(C)(C)C)csc2=Nc2c(C)n(C)n(-c3ccccc3)c2=O)cc1	0.2	-1.6	-5.0	-0.2	-5.9	-0.8	-0.4	0.5	2.2	-7.9
Cc1ccc(CN2CCSc3sccc3C2=O)cc1	2.4	-0.7	-6.4	-1.5	-0.7	5.7	3.5	3.0	4.4	2.6

Screens as filed in PubChem.
